# Screening data from PubChem.
# CatB mixtures: human cathepsin B inhibition by mixtures; P07858; Purified cathepsin B, AMC dipeptide fluorescence, compound mixtures; inhibition, %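 (ten-compound pools at 5 µM per compound and 50 µM total)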; 62,000 tested, 0.06% active; AID 488; in the data active means inhibition above about 22%, passing the limit was not always enough; inconclusive means no clear call, values can overlap the other calls;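 further: 0% = enzyme without compound and 100% = no enzyme blank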
# Abs 340nm: absorbance at 340 nm | compound absorbance at 340 nm, fold over control | fold change at 10 µM | 65,000 tested, under 10 active;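 active means at 10 µM dose, initial 340 nm absorbance at least 2 fold that of control wells; inactive means change under 2 fold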;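 further: initial absorbance extrapolated from kinetic A340 decline of NADH oxidation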
# CatB block: inhibitors of human cathepsin B; 63,000 tested, 0.1% active; P07858; purified cathepsin B, fluorogenic substrate, fluorescence; inhibition, %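 (tested at 10 µM)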; in the data active means inhibition above about 21%;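 further: 0% = enzyme with no compound and 100% = no enzyme blank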
# C1s block: blocks human complement C1s protease activity | P09871 | AID 538 | purified C1s, fluorogenic AMC substrate, pooled mixtures | mean inhibition % of two 10-compound mixtures (active compounds read high), % at 5 µM (by protocol) | 62,000 tested, 0.16% active;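 active means inhibition above 20% in each of the two 10-compound mixture wells holding the compound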;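 further: 0% = enzyme wells lacking compound mixture and 100% = no-enzyme blank wells; some compounds called inactive have numbers as strong as hits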
# CatL block: inhibitors of human cathepsin L | P07711 | inhibition, %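 (tested at 10 µM)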 | purified cathepsin L, fluorogenic substrate, fluorescence | 58,000 tested, 0.17% active; in the data active means inhibition above about 45%;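 further: 0% = enzyme with no compound and 100% = no enzyme blank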
# Target sequence (P07711 114-288 limits assumed): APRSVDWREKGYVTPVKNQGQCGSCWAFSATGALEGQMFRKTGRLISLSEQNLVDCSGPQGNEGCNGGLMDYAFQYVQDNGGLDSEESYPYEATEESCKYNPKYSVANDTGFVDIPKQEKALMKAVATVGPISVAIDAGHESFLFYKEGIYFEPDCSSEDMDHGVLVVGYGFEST
# Target sequence (P07711 292-333 limits assumed): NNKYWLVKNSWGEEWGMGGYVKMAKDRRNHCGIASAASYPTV
# FXIIa mix inh: inhibitors of human coagulation factor XIIa, pooled mixtures; P00748; purified FXIIa, fluorogenic substrate; inhibition, % at 5 µM; 62,000 tested, 0.2% active; AID 684;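 further: 0% = enzyme without compound and 100% = no enzyme blank; some results filed as inactive read as strong as hits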
# Target sequence (P00748 20-372 limits assumed): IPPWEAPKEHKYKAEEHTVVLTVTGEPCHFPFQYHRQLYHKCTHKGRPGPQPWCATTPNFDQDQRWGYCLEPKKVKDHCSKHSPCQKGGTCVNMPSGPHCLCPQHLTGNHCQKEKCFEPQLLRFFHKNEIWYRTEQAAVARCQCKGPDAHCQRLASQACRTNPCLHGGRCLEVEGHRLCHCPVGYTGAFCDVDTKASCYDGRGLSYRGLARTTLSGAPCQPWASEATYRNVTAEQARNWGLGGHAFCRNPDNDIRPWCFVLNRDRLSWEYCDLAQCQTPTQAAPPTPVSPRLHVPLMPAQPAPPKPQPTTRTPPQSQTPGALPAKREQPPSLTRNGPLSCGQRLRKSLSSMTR
# Target sequence (P00748 373-615 limits assumed): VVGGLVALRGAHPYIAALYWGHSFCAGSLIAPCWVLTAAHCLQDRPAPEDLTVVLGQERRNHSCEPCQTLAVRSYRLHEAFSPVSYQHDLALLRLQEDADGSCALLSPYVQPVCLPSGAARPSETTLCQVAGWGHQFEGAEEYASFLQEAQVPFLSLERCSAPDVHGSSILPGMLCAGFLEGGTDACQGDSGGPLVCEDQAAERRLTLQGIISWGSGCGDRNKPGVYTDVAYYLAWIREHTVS
# Cathepsin G inh: cathepsin G (human) inhibition; inhibition, % at 5 µM (by protocol); purified enzyme, AMC-tetrapeptide fluorescence, pooled mixtures; P08311; 62,000 tested, 0.2% active;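 active means inhibition above 20% in each of the two mixture wells holding the compound; inactive means inhibition of 20% or less in either well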;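 further: 0% = enzyme control without mixture and 100% = blank lacking enzyme; strong numbers were not always called active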
# Target sequence (P08311 21-244 limits assumed): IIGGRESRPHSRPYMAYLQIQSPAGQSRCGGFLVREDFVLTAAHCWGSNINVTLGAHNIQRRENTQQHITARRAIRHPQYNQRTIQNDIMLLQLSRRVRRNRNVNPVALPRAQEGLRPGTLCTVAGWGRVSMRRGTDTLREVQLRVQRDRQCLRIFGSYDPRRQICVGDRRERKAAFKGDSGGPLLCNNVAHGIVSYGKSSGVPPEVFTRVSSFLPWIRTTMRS
# FXIa mix inh: inhibitors of human coagulation factor XIa, pooled mixtures; P03951; purified FXIa, fluorogenic substrate; inhibition, % at 5 µM; 62,000 tested, 0.19% active;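 further: each value is inhibition by a whole ten-compound pool holding the compound; 0% = enzyme with no mixture and 100% = wells lacking enzyme; strong numbers were not always called active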
# CatS inh: blocks human cathepsin S protease activity | recombinant cathepsin S, AMC dipeptide fluorescence, pooled mixtures | P25774 | AID 501 | 62,000 tested, 0.06% active | inhibition, %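 (tested at 5 µM per compound within 10-compound mixtures)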; in the data active means inhibition above about 32%, passing the limit was not always enough; inconclusive means no clear call, values can overlap the other calls;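 further: 0% = enzyme without compound and 100% = blank without enzyme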
# * = called active by the depositor; u = inconclusive; x = not tested or not shown. Unless noted, no stated cut-off is given here; in the data, active means inhibition above about 20% (passing the limit was not always enough); inactive means the rest. These rows are one share of the data, so the mix of outcomes need not match the whole.
Cathepsin G inh	FXIIa mix inh	CatL block	CatB mixtures	Compound	CatS inh	Abs 340nm	CatB block	FXIa mix inh	C1s block
-1	-2	-14	3	COC(=O)c1ccc(C2C3=C(Nc4nnnn42)c2ccccc2OC3)cc1 (stereo not given)	-5	1	-4	9	-10
4	3	x	0	O=C(c1cnn2c(C(F)(F)F)cc(-c3ccc(Br)cc3)nc12)N1CCOCC1	-13	1.1	5	0	-22
-3	6	6	7	COc1cc(-c2nc(-c3ccc(NC(=O)c4ccc5c(c4)OCO5)cc3)no2)cc(OC)c1OC	16	1.1	7	6	-4
-10	4	4	-4	Cn1c(N2CCC(C(N)=O)CC2)nc2c1c(=O)n(Cc1ccc(Cl)cc1)c(=O)n2C	19	1.1	1	-8	-53
8	7	0	0	CCOC(=O)c1ccc(Nc2nc(C)cc(C)c2C#N)cc1	1	1.1	5	8	10
11	-21	22	3	Cn1c(=O)cc(OCCCC(=O)N2CCN(c3ccccc3)CC2)c2ccccc21	6	1	2	4	16
-1	10	1	10	CCOC(=O)c1c(NCc2ccc3c(c2)OCO3)c2ccccc2[nH]c1=O	6	0.99	2	0	-28
-3	12	10	8	Cn1c(COc2ccccc2)nnc1SCC(=O)Nc1ccc2c(c1)OCO2	-1	x	-4	4	-2
-2	3	-10	3	O=C(CSc1nc2ccccc2n1CC(=O)N1CCCC1)Nc1ccc2c(c1)OCO2	7	0.98	4	4	-19
5	3	0	-1	CCc1nnc(NC(=O)CSc2nnc(-c3ccoc3C)n2CC(C)C)s1	-1	0.98	2	3	1
11	-2	2	4	Cc1sc(NC(=O)c2cccs2)nc1-c1ccccc1	15	1.1	7	2	7
8	5	0	5	O=C(CN1C(=O)c2ccccc2S1(=O)=O)N1CCN(c2ccccc2)CC1	-6	1	1	1	7
7	0	4	1	Cn1c(C(=O)NCCc2c[nH]c3ccccc23)cc2sccc21	4	1.1	0	1	0
2	-7	x	3	CCCc1nc2ccccc2c(=O)n1/N=C/c1ccc(O)c(O)c1	-6	1.1	x	-13	-35
3	4	1	0	Cc1cc(C)n(-c2ccc(C(=O)Oc3ccc4c(c3)OCO4)cc2)n1	-3	0.99	2	-1	3
-3	-23	8	5	CC(=O)Nc1ccc(OC(=O)c2cccnc2)cc1	17	0.96	5	2	-3
-4	9	1	-6	COc1ccc(C2=CC(c3ccc(Cl)cc3)n3cnnc3N2)cc1OC (stereo not given)	0	1	-5	11	-22
11	7	-2	3	Cc1ccc(S(=O)(=O)N(CCO)Cc2cc3ccc(C)c(C)c3[nH]c2=O)cc1	2	1	0	4	12
7	-5	-2	4	O=C(NC1CCCC1)C1c2ccccc2C(=O)N1C1CCCCC1 (stereo not given)	-2	1	2	1	-2
9	2	x	34	Cc1ccc(-c2cc(C(=O)NC3=NCCS3)c3cc(Br)ccc3n2)o1	u	1.1	3	3	13

Cathepsin G inh	FXIIa mix inh	CatL block	CatB mixtures	Compound	CatS inh	Abs 340nm	CatB block	FXIa mix inh	C1s block
7	9	-9	3	O=C(CSc1nnc(SCC(=O)c2ccco2)s1)c1ccco1	-8	1	1	2	10
-8	11	8	-4	CCOCCCNC(=O)c1ccccc1SC	-8	1	-2	-10	-61
11	9	-3	5	O=C(OCC(=O)N1CCN(C(=O)COC(=O)c2ccncc2)CC1)c1ccncc1	-3	1	-2	3	13
2	3	x	5	O=C(NC1CCCCCC1)c1nnc(Cc2ccc(Cl)cc2)o1	-1	1	-1	9	5
6	11	10	2	COc1ccc(-n2c(Cc3cccn3C)nnc2SCC(=O)Nc2cccc(NC(C)=O)c2)cc1	-10	1	-3	0	0
-6	4	23	-2	CCN(CC)CCNC(=O)c1cc2c(=O)n(C)c3ccccc3c2n1C	48*	1.1	8	3	-9
-5	0	x	-2	CCSCCOC(=O)C1=C(C)NC2=C(C(=O)CCC2)C1c1coc2ccccc2c1=O (stereo not given)	-7	1.1	-5	9	-1
-2	15	-3	2	O=C(Nc1ccccc1C(=O)NCc1ccco1)c1ccco1	-6	1	-5	-3	-9
-4	1	9	0	COC(=O)c1ccccc1NC(=O)N1c2ccccc2CC1C (stereo not given)	12	1.1	0	1	-6
11	8	-5	6	COc1ccc(CCNS(=O)(=O)c2ccc3oc(C(=O)O)c(C)c3c2)cc1OC	-20	1	3	3	7
-10	-10	1	2	COC(=O)C1CCN(C(=O)CSc2nnc(-c3ccncc3)o2)CC1	13	1	3	6	-15
9	2	7	-1	COCCOC(=O)C1=C(C)NC(=O)N(C(C)=O)C1c1ccc(Cl)cc1 (stereo not given)	7	1	-2	3	13
13	1	2	-6	C[C@]12CC[C@@H]3c4ccc(O)cc4C(=O)C[C@H]3[C@@H]1CC[C@@H]2O	11	1	0	4	5
4	1	-5	0	COc1ccc(-n2nc(C(=O)NCC(=O)N3CCN(c4ccccn4)CC3)c3ccccc3c2=O)cc1	-12	1	3	-1	-39
6	6	-2	-8	COC(=O)c1[nH]c2cc(OC)ccc2c1NC(=O)CN1CCOCC1	-1	1	2	-5	-37
0	7	0	5	CC(C)c1ccc(C2CC(=O)N3CN(Cc4ccco4)CSC3=C2C#N)cc1 (stereo not given)	-2	1.1	-1	11	3
-4	8	-7	-4	COc1ccc(C2N(c3cccc(Cl)c3)C(=O)C3CCCN32)cc1 (stereo not given)	-4	1.1	-5	2	-6
-1	12	1	6	CC(C)c1[nH]nc2c1C(c1cccc(OC(=O)N3CCOCC3)c1)C(C#N)=C(N)O2 (stereo not given)	14	1	-2	6	2
-3	-2	x	3	CCc1nnc(NC(=O)CSc2ncnc3c2oc2ccccc23)s1	14	1.1	-6	-1	-13
-5	9	-9	4	Cc1ccc(NCc2nnc(SCC(=O)c3ccc4c(c3)OCCO4)o2)c(C)c1	-7	1	5	2	1

# At a glance, some entries already given:
Cathepsin G inh	FXIIa mix inh	CatL block	CatB mixtures	Compound	CatS inh	Abs 340nm	CatB block	FXIa mix inh	C1s block
7	-5	-2	4	O=C(NC1CCCC1)C1c2ccccc2C(=O)N1C1CCCCC1 (stereo not given)	-2	1	2	1	-2
9	2	x	34	Cc1ccc(-c2cc(C(=O)NC3=NCCS3)c3cc(Br)ccc3n2)o1	u	1.1	3	3	13
7	9	-9	3	O=C(CSc1nnc(SCC(=O)c2ccco2)s1)c1ccco1	-8	1	1	2	10
-8	11	8	-4	CCOCCCNC(=O)c1ccccc1SC	-8	1	-2	-10	-61
11	9	-3	5	O=C(OCC(=O)N1CCN(C(=O)COC(=O)c2ccncc2)CC1)c1ccncc1	-3	1	-2	3	13
2	3	x	5	O=C(NC1CCCCCC1)c1nnc(Cc2ccc(Cl)cc2)o1	-1	1	-1	9	5
6	11	10	2	COc1ccc(-n2c(Cc3cccn3C)nnc2SCC(=O)Nc2cccc(NC(C)=O)c2)cc1	-10	1	-3	0	0
-6	4	23	-2	CCN(CC)CCNC(=O)c1cc2c(=O)n(C)c3ccccc3c2n1C	48*	1.1	8	3	-9
-5	0	x	-2	CCSCCOC(=O)C1=C(C)NC2=C(C(=O)CCC2)C1c1coc2ccccc2c1=O (stereo not given)	-7	1.1	-5	9	-1
-2	15	-3	2	O=C(Nc1ccccc1C(=O)NCc1ccco1)c1ccco1	-6	1	-5	-3	-9
-4	1	9	0	COC(=O)c1ccccc1NC(=O)N1c2ccccc2CC1C (stereo not given)	12	1.1	0	1	-6
11	8	-5	6	COc1ccc(CCNS(=O)(=O)c2ccc3oc(C(=O)O)c(C)c3c2)cc1OC	-20	1	3	3	7
-10	-10	1	2	COC(=O)C1CCN(C(=O)CSc2nnc(-c3ccncc3)o2)CC1	13	1	3	6	-15
9	2	7	-1	COCCOC(=O)C1=C(C)NC(=O)N(C(C)=O)C1c1ccc(Cl)cc1 (stereo not given)	7	1	-2	3	13
13	1	2	-6	C[C@]12CC[C@@H]3c4ccc(O)cc4C(=O)C[C@H]3[C@@H]1CC[C@@H]2O	11	1	0	4	5
4	1	-5	0	COc1ccc(-n2nc(C(=O)NCC(=O)N3CCN(c4ccccn4)CC3)c3ccccc3c2=O)cc1	-12	1	3	-1	-39
6	6	-2	-8	COC(=O)c1[nH]c2cc(OC)ccc2c1NC(=O)CN1CCOCC1	-1	1	2	-5	-37
0	7	0	5	CC(C)c1ccc(C2CC(=O)N3CN(Cc4ccco4)CSC3=C2C#N)cc1 (stereo not given)	-2	1.1	-1	11	3
-4	8	-7	-4	COc1ccc(C2N(c3cccc(Cl)c3)C(=O)C3CCCN32)cc1 (stereo not given)	-4	1.1	-5	2	-6

# The list continues:
Cathepsin G inh	FXIIa mix inh	CatL block	CatB mixtures	Compound	CatS inh	Abs 340nm	CatB block	FXIa mix inh	C1s block
12	9	17	4	O=C(Nc1cccnc1)c1c(F)cccc1F	3	1.1	1	0	11
0	-5	-14	0	c1ccc(-c2nc(NCc3cccnc3)c3oc4ccccc4c3n2)cc1	-1	1	-1	4	1
-1	11	6	3	O=C(CSc1ncnc2c1nnn2Cc1ccccc1F)N1CCN(c2ccccc2)CC1	-3	1	2	3	4
11	8	7	5	CCN1C(=O)c2ccccc2S(=O)c2ccc(C(=O)N3CCCC3)cc21 (stereo not given)	8	1	7	19	9
6	23	9	2	COC(=O)c1ccccc1N1C(=O)[C@@H]2C(c3ccc(F)cc3)=NO[C@@H]2C1=O	-6	1.1	2	6	10
11	5	13	3	Cc1cc(C)n(-c2nncc(-c3ccccc3)n2)n1	3	1.1	4	3	15
2	2	-4	5	O=C(NCc1ccco1)C(c1ccc(F)cc1)N(Cc1cccnc1)C(=O)Cn1nnc2ccccc21 (stereo not given)	15	1	-1	4	4
12	4	14	6	COc1ccc(CCNC(=O)C2CCCN(Cc3nc(-c4cccc(Cl)c4)oc3C)C2)cc1OC (stereo not given)	6	1	3	10	14
-12	8	4	-3	COc1cccc(NS(=O)(=O)c2ccc3[nH]cc(C(=O)NCCN4CCOCC4)c(=O)c3c2)c1	-1	1.1	1	-2	-24
-2	-2	-10	0	COc1cccc(N2CCN(c3ncnc4c3[nH]c3ccc(F)cc34)CC2C)c1 (stereo not given)	-2	1	-1	2	-11
-15	15	0	-7	Cn1c(=O)c2c(nc(N3CCCCCC3)n2CC(O)COc2ccccc2)n(C)c1=O (stereo not given)	-15	1	0	-13	-48
11	-17	-1	4	c1ccc2c(-n3cccn3)cccc2c1	2	1	1	7	18
15	9	9	1	COc1ccc(N2CCN(C(=O)Cc3nn(C)c(=O)c4ccccc34)CC2)cc1	-4	1.1	6	9	9
-6	31*	1	-2	CCOc1ccc2nc(NC(=O)CN3CCC(n4nnc5cc(F)ccc54)CC3)sc2c1	0	1	5	4	-29
9	4	2	4	COc1ccccc1N1CCN(S(=O)(=O)Cc2ccccc2Cl)CC1	-1	1	3	5	13
9	8	1	10	COc1ccc(-n2ccnc2SCC(=O)Nc2ccccc2)cc1	-4	1	3	4	-4
6	-13	4	5	CCOn1c(=O)c(-c2cc3ccccc3o2)[n+]([O-])c2ccccc21	4	1.1	3	24*	3
7	7	-10	1	CC(C)(C)n1ncc2c(=O)n(CC(=O)NC3CCCCC3)cnc21	-5	0.99	1	5	2
0	6	x	2	Cc1cc(Nc2cccc(F)c2)n2nc(C)nc2n1	1	1	7	2	3
5	8	-1	1	CCN(C(=O)CCc1nc(-c2ccc(OC)cc2)no1)c1cc(OC)ccc1OC	-4	1	0	8	0

Cathepsin G inh	FXIIa mix inh	CatL block	CatB mixtures	Compound	CatS inh	Abs 340nm	CatB block	FXIa mix inh	C1s block
-1	13	-3	4	Cc1cc2c(c(Sc3ccccc3)n1)C(=O)OC2	0	1	-7	9	6
7	1	-4	1	CCOC(=O)c1ccc2c(c1)C(=O)N(C1CCCCC1)C2=O	-3	1	5	3	6
11	5	1	-1	Cc1oc2nc(SCC(=O)NCc3cccnc3)nc(N)c2c1C	-7	1	0	14	11
18	-6	3	-1	O=C(CSc1nnnn1-c1ccccc1)Nc1nsc(-c2ccc(Cl)cc2)n1	5	0.98	1	33	0
